Compound activity: PubChem BioAssay, Johns Hopkins Ion Channel Center
CHT block = inhibits the human high affinity choline transporter. CHT-expressing cells, membrane potential dye, choline response; active compounds read low. B-score at 10 µM. actives 0.86% (n = 310,000);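 active = B-score over 3 SD under the library average, and starting fluorescence ratio not unusually high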;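 note: choline stimulus applied at its EC90 after an EC20 pre-addition; B-score computed on integrated fluorescence ratio after choline addition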
Target sequence (Q9GZV3 whole entry, looked up): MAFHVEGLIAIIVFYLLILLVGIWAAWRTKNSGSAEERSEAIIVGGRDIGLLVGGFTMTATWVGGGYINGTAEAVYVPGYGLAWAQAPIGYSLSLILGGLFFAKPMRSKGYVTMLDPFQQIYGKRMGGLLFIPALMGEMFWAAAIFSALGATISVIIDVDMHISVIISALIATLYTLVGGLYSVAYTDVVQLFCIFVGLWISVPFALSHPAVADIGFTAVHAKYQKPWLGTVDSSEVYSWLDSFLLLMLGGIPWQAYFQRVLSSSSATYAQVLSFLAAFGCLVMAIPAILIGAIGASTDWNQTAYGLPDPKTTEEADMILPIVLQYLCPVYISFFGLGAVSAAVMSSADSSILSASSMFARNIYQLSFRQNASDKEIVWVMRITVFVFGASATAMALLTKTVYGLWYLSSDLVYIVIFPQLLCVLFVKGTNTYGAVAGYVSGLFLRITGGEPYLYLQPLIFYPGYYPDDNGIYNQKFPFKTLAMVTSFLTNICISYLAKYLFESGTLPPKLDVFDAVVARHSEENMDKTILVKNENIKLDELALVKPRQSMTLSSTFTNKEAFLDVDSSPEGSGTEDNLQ
CHT PAM = human CHT allosteric activation | Q9GZV3 | CHT-expressing cells, membrane potential dye, choline EC20; active compounds read high; LV-AA mutant CHT in HEK293 cells | B-score at 10 µM | actives 0.49% (n = 310,000);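 active = initial fluorescence not abnormally high and integrated response B-score, plate-corrected, over 3 SD above library mean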
Starred values were filed as active, the others as inactive; i = inactive. Rows were taken by chance, and some 1.5% of all compounds hit somewhere here.

SMILES | CHT block | CHT PAM
Cn1c(NN)nc2c1c(=O)n(Cc1ccccc1)c(=O)n2C | i | i
O=C(O)C1Cc2ccccc2CN1S(=O)(=O)/C=C/c1ccccc1 (stereo unspecified) | i | i
CONc1nc(NC(C)(C)C)nc(OCC#N)n1 | i | i
Cc1ccc(NC2=NCCCCC2)cc1 | i | i
COc1cccc(SCc2noc(C(=O)NCCC(C)C)c2C(=O)NCCC(C)C)c1 | i | i
COC(=O)c1cc(S(=O)(=O)NCc2ccccc2OC)cn1C | i | i
OC(c1ccc(F)cc1)(C1CCCCC1)C(CN1CCOCC1)c1ccccc1 (stereo unspecified) | i | i
O=C(O)C/C=C(\NC(=O)OCc1ccccc1)C(=O)OCc1ccccc1 | i | i
CN(c1ccc(C(=O)NCc2ccc3c(c2)OCO3)cc1)S(C)(=O)=O | i | i
Cc1cnc(C(=O)Nc2ccc3c(c2)CCC3)cn1 | i | i
CCOc1ccc(Nc2nc(-c3sc(N)nc3C)cs2)cc1 | i | i
CSCCOC(=O)COc1ccc(/C=N/NC(=O)c2c(Cl)cnn2C)cc1 | i | i
COc1ccc(S(=O)(=O)NCC2CCCO2)cc1NC(=O)c1ccc(Cl)cc1 (stereo unspecified) | i | i
O=C(CCS(=O)(=O)c1ccccc1)N(CCCN1CCOCC1)c1nc2ccccc2s1 | i | i
COc1ccc(C2c3c(n[nH]c3C)CC(C)(O)C2C(C)=O)cc1OC (stereo unspecified) | i | i
C=CCOc1ccccc1C1NC(=O)NC(C)=C1C(=O)NCc1ccccc1 (stereo unspecified) | i | i
O=C(COn1nnc2ccccc21)NCC1CCCCC1 | i | i
Cc1ccc(NC(=O)Cn2c(O)c(N=NS(=O)(=O)c3ccc(C)cc3)c3ccccc32)cc1 | i | i
S=c1[nH]nc(CSc2nc3ccccc3s2)o1 | i | i
Nc1ccccc1-c1nc2ccccc2[nH]c1=O | i | i
c1ccc(C(c2ccccc2)c2noc(CN3CCN(CC4CC4)CC3)n2)cc1 | i | i
COC(=O)c1cc(NS(=O)(=O)c2ccc(F)cc2)ccc1N1CCOCC1 | i | i
O=C(c1cc(-c2ccccc2)nn1-c1ccccc1)N1CCN(S(=O)(=O)c2cccc(F)c2)CC1 | i | i
Cc1ccsc1C(C(=O)NCc1ccccc1)N(C(=O)c1csnn1)c1ccccc1 (stereo unspecified) | i | i
COc1ccc(C2NC(=S)NC(C)=C2C(=O)Nc2ccccn2)cc1OC (stereo unspecified) | i | i

Next section:
SMILES | CHT block | CHT PAM
Nc1nc(CN2CCN(C(=O)c3ccco3)CC2)nc(Nc2cccc(Cl)c2)n1 | i | i
CCCC1C(=O)Nc2ccccc2N1C(=O)c1cccc(C)c1 (stereo unspecified) | i | i
N#Cc1ccc(OCc2nnc(-c3ccc([N+](=O)[O-])cc3)o2)cc1 | i | i
O=C(COC(=O)Cn1cnc2ccccc2c1=O)NCCC1=CCCCC1 | i | i
O=C(Oc1ccc2c(c1)OCO2)c1ccncc1 | i | i
O=C(COc1ccccc1)N1CCCC1 | i | i
CC(C)CNS(=O)(=O)c1cc(C(=O)OC2CCOC2=O)c(Cl)cc1Cl (stereo unspecified) | i | i
Clc1ccc(/C=N/Nc2nn[nH]n2)cc1 | i | i
COc1ccc(-n2ncc3c(NCC4CCCO4)ncnc32)cc1 (stereo unspecified) | i | i
O=C1C=CC(=O)C(C2=C3C(=O)N(CCc4ccccc4)CC(=O)N3CCC2)=C1 | i | i
COc1cc2cccc(OC)c(=O)c2c(OC)c1OC | i | i
O=S(=O)(Nc1ccc(-c2ccc3nncn3n2)cc1)c1ccc(Cl)s1 | i | i
COC(=O)COc1ccc2c(=O)c(-c3ccccc3)coc2c1 | i | i
CC1CCC/C(=N\NC(=S)Nc2ccccc2)C1 (stereo unspecified) | i | i
COc1ccc(CCN(C)C(=O)COc2ccc(C(=O)c3ccccc3)cc2)cc1OC | i | i
CCCN(C(=O)c1cccs1)c1nnc(-c2ccncc2)s1 | i | i
CCOCCCNCc1cccc(OCc2ccc(F)cc2)c1 | i | i
CCCCCCCCCCCNC(=O)c1ccoc1C | i | i
COc1ccc(C2/C(=C(\O)c3ccc(OC)c(Cl)c3)C(=O)C(=O)N2CCN(C)C)cc1 (stereo unspecified) | i | i
Cc1ccc(-n2c(-c3ccncc3)n[nH]c2=S)c(C)c1 | i | i
COc1cc(NC(=O)c2ccc(OC)c([N+](=O)[O-])c2)ccc1NC(=O)c1ccco1 | i | i
O=S(=O)(NCCc1ccc(Cl)cc1)c1cccs1 | i | i
O=C(OCc1ccc2c(c1)OCO2)c1ccc(S(=O)(=O)N2CCCCC2)cc1 | i | i
CNC(=S)N/N=C(\C)c1ccc(-n2ccnc2)cc1 | i | i
CCC1C(=O)N=C(SCC(=O)Nc2ccccc2)NC1=O (stereo unspecified) | i | i

(cont.)
SMILES | CHT block | CHT PAM
Cc1ccc2nsnc2c1S(=O)(=O)NCc1ccc2c(c1)OCO2 | i | i
Nc1ccc2nc(NC(=O)C3CCCCC3)sc2c1 | i | i
CCOC(=O)c1cccc(S(=O)(=O)N2CCCC2)c1 | i | i
CCn1c(=O)cc(SCC(=O)N2CCOCC2)c2ccccc21 | i | i
CCOC(=O)c1c(CN2CCCCC2)n(C)c2cc(Br)c(O)cc12 | i | i
Cc1ccc(C(=O)N2CCOCC2)cc1S(=O)(=O)N1CCOCC1 | i | i
COc1ccc(/C(C)=N/NC(=O)CNC(=O)c2cccnc2)cc1OC | i | i
CCn1c(=O)n(CC)c2cc(N3CCCC3)c(NC(=O)c3ccccc3Br)cc21 | i | i
Nc1ncnc2c1cnn2C1CCCCC1 | i | i
CCCNCC1COc2ccccc2O1 (stereo unspecified) | i | i
Cc1cccc(-n2c(SCC(=O)Nc3nnc(C)s3)nnc2-c2ccoc2C)c1 | i | i
Cc1cc2n(c1)CCn1c(C)ccc1-2 | i | i
O=C(NCc1ccccc1)c1ccc2c(=O)n3c(nc2c1)CCCCC3 | i | i
O=C(CN(C(=O)c1csnn1)c1cccc(F)c1)NC1CCCC1 | i | i
CCOc1cc(C(=O)Nc2ccc(S(=O)(=O)NC3=NCCCCC3)cc2)cc(Br)c1OC | i | i
COc1cc(C2C(C#N)=C(N)Oc3c2oc(CO)cc3=O)ccc1OC(C)C (stereo unspecified) | i | i
CC(C)NS(=O)(=O)c1ccc(CCC(=O)N2CCCC2)cc1 | i | i
CNC(=S)N/N=C/c1ccc(OCc2ccccc2)c(Br)c1 | i | i
Cc1ccn2cc(-c3nonc3C)cc2c1 | i | i
CCN(CC)S(=O)(=O)c1ccc(Cl)c(C(=O)OC2CC(C)OC2=O)c1 (stereo unspecified) | i | i
Cc1ccc(-n2cc(-c3ccc([N+](=O)[O-])cc3)[nH]c2=S)c(C)c1 | i | i
CC[C@@H]1[C@H]2CCCC(=O)N3CC[C@@H](C[C@@H]1Nc1ccccc1)[C@@H]23 | i | i
Cn1ccnc1C1CCCCN1Cc1nc(Cc2cccc(C(F)(F)F)c2)no1 (stereo unspecified) | i | i
COc1ccc(NC(=O)CN2CC(C)OC(C)C2)cc1Cl (stereo unspecified) | i | i
COc1ccc(CN2CCN(C(=O)c3cccs3)CC2)cc1Br | i | i

Going on with the list:
SMILES | CHT block | CHT PAM
CN(C)S(=O)(=O)c1cc(C(=O)O)c(NC2CCCCC2)cc1Cl | i | i
Cc1cc(C)n(-c2nc3ccccc3nc2N2CCC(C)CC2)n1 | i | i
O=C(Nc1cc(C(F)(F)F)ccc1-n1cnc2ccccc21)c1ccccc1 | i | i
O=C(NC1CC1)C1CCN(C2CCN(C(=O)c3ccc(C(F)(F)F)cc3)CC2)CC1 | i | i
COc1cc2nc(Nc3ccc(C)c(Cl)c3)nc(N)c2cc1OC | i | i
CCc1nnc(NC(=O)CN2CCN(Cc3cccc(Cl)c3)CC2)s1 | i | i
CN1CCN(/N=C/c2ccc(Br)cc2)CC1 | i | i
Cc1ccc(N(CC(O)CN2CCOCC2)S(=O)(=O)c2ccc([N+](=O)[O-])cc2)cc1 (stereo unspecified) | i | i
Cc1ccc(-c2nnc(N)o2)cc1 | i | i
O=C(NC1CC1)C1=C[C@H](C2CCCCC2)C[C@H](OCCCCO)O1 | i | i
CC1(C)CC(=O)C2=C(C1)N(Cc1ccco1)C(=O)C2(NC(=O)c1ccc(Cl)cc1Cl)C(F)(F)F (stereo unspecified) | i | i
CCNC1=C(Cl)C(=O)c2ccccc2C1=O | i | i
CCn1c(O)c(C=Nc2ccccc2)sc1=O | i | i
COc1cccc(C(=O)c2c[nH]c(C(=O)NCc3ccco3)c2)c1 | i | i
C=CCN1C(=O)CSc2ccc(C(=O)NCCC3=CCCCC3)cc21 | i | i
Cc1ccc(CNC(=O)CCS(=O)(=O)c2ccc3c(c2)oc(=O)n3C)cc1 | i | i
CC(=O)Nc1ccc(N2C(=O)c3ccc(S(=O)(=O)c4ccc(C(=O)O)cc4)cc3C2=O)cc1 | i | i
CC(=O)Nc1ccc(NC(=O)c2cc(-c3ccc(C)c(C)c3O)n[nH]2)cc1 | i | i
O=C(NCCS(=O)(=O)N1CCN(c2ccccc2)CC1)C1CC1 | i | i
O=C(Nc1ccc2c(c1)OCO2)Nc1ccc(Br)cn1 | i | i
Cc1ccc(S(=O)(=O)N(C)C)cc1NC(=O)COC(=O)C1CCCC1 | i | i
COc1ccccc1CCC(=O)OCC(=O)Nc1ccc(S(N)(=O)=O)cc1 | i | i
CCCCn1c(SCC(=O)N2CCCC2)nnc1-c1ccccc1 | i | i
CCn1c(C(=O)NCCCc2ccccc2)cc2sccc21 | i | 6.6*
CC(C)CCOc1ccc(NC(=O)C2OC3OC(C)(C)OC3C3OC(C)(C)OC23)cc1 (stereo unspecified) | i | i

Nothing new here: entries from further up.
SMILES | CHT block | CHT PAM
Cc1cc(C)n(-c2nc3ccccc3nc2N2CCC(C)CC2)n1 | i | i
O=C(Nc1cc(C(F)(F)F)ccc1-n1cnc2ccccc21)c1ccccc1 | i | i
O=C(NC1CC1)C1CCN(C2CCN(C(=O)c3ccc(C(F)(F)F)cc3)CC2)CC1 | i | i
COc1cc2nc(Nc3ccc(C)c(Cl)c3)nc(N)c2cc1OC | i | i
CCc1nnc(NC(=O)CN2CCN(Cc3cccc(Cl)c3)CC2)s1 | i | i
CN1CCN(/N=C/c2ccc(Br)cc2)CC1 | i | i
Cc1ccc(N(CC(O)CN2CCOCC2)S(=O)(=O)c2ccc([N+](=O)[O-])cc2)cc1 (stereo unspecified) | i | i
Cc1ccc(-c2nnc(N)o2)cc1 | i | i
O=C(NC1CC1)C1=C[C@H](C2CCCCC2)C[C@H](OCCCCO)O1 | i | i
CC1(C)CC(=O)C2=C(C1)N(Cc1ccco1)C(=O)C2(NC(=O)c1ccc(Cl)cc1Cl)C(F)(F)F (stereo unspecified) | i | i
CCNC1=C(Cl)C(=O)c2ccccc2C1=O | i | i
CCn1c(O)c(C=Nc2ccccc2)sc1=O | i | i
COc1cccc(C(=O)c2c[nH]c(C(=O)NCc3ccco3)c2)c1 | i | i
C=CCN1C(=O)CSc2ccc(C(=O)NCCC3=CCCCC3)cc21 | i | i
Cc1ccc(CNC(=O)CCS(=O)(=O)c2ccc3c(c2)oc(=O)n3C)cc1 | i | i
CC(=O)Nc1ccc(N2C(=O)c3ccc(S(=O)(=O)c4ccc(C(=O)O)cc4)cc3C2=O)cc1 | i | i
CC(=O)Nc1ccc(NC(=O)c2cc(-c3ccc(C)c(C)c3O)n[nH]2)cc1 | i | i
O=C(NCCS(=O)(=O)N1CCN(c2ccccc2)CC1)C1CC1 | i | i

Continuation.
SMILES | CHT block | CHT PAM
N#Cc1c2c(c(NCc3cccnc3)n3c1nc1ccccc13)CCC2 | i | i
O=C(c1ccccc1)N1CCN(Cc2ccccc2C(F)(F)F)CC1 | i | i
CC(=O)c1cccc(NC(=O)c2ccccc2N(Cc2ccccc2)S(C)(=O)=O)c1 | i | i
C/C(N)=C(/C#N)C(=O)COC(=O)CCSc1ccccc1Cl | i | i
Cc1ccc(OCCCCN2CCCCC2)c(C)c1 | i | i
C/C(=N\NC(=O)C1CC1)c1ccc(OC(F)F)cc1OC(F)F | i | i
Cc1ccc(NNS(=O)(=O)c2ccc(C)cc2)cc1 | i | i
COc1ccc(C2C(C(=O)Nc3ccc(OC)c(OC)c3)c3ccccc3C(=O)N2C)cc1 (stereo unspecified) | i | i
O=C1C(c2ccccc2)C(c2ccccc2)NC(c2ccccc2)C1c1ccccc1 (stereo unspecified) | i | i
COc1ccccc1NC(=O)Nc1ccccc1Br | i | i
CC(C)(O)/C=C1/Oc2ccccc2C1N1CCCCC1 (stereo unspecified) | i | i
Nc1nc(CSc2ccc(Cl)cc2)nc(N2CCCCC2)n1 | i | i
CC(C1CCN(Cc2cn(C)nc2-c2cccc(Cl)c2)CC1)N1CCOCC1 (stereo unspecified) | i | i
COc1cccc(SCc2noc(C(=O)NC(C)C)c2C(=O)O)c1 | i | i
NS(=O)(=O)c1ccc(NC(=S)NC(=O)C2CCCC2)cc1 | i | i
C=CCN(C(=O)CNC(=O)c1ccco1)C(C(=O)NC1CCCCC1)c1ccccc1 (stereo unspecified) | i | i
Cc1ccc(NC(=O)c2cccs2)cc1S(=O)(=O)N(C)C | i | i
COc1ccc(CN2C(=O)C(CC(C)C)Nc3ncnc(N4CCN(c5ccccn5)CC4)c32)cc1 (stereo unspecified) | i | i
OCCC1CN(Cc2cccnc2)CCN1CCc1ccccc1 (stereo unspecified) | i | i
Cc1ccc(NC(=O)C2CCCCC2)c(O)c1 | i | i
CC(C)C(=O)NC(NC(=O)C(C)C)c1ccc([N+](=O)[O-])cc1 | i | i
COc1ccc(-c2nn(-c3ccccc3)cc2/C=N/Nc2ccc(Cl)c(C(=O)O)c2)cc1OC | i | i
O=C1c2cccc3cc([N+](=O)[O-])cc(c23)C(=O)N1c1ccccc1O | i | i
c1ccc2c(c1)sc1nnnn12 | i | i
NS(=O)(=O)c1ccc(Cc2ncc(C(F)(F)F)cc2Cl)s1 | i | i
O=C(NCCCCc1ccccc1)c1ccccc1 | i | i
COc1ccc(N2CCN(C(=O)COC(=O)c3cccc(S(=O)(=O)Nc4cccc(C)c4)c3)CC2)cc1 | i | i
CCOc1cc(NC(=S)Nc2cccc(OC)c2)c(OCC)cc1NC(=O)C1CC1 | i | i
